# Bcl-B Bim block = inhibitors of Bim-Bcl-B binding, primary screen, biochemical, multiplexed, human Bcl-2 family; bead-based flow cytometry, Bim peptide-Bcl-B binding; inhibition, % at 10 µM; 190,000 tested, 0.073% active; AID 951, 2007;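 also: 0% = tracer peptide without compound and 100% = reference inhibitor peptide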
# RGS4-Gao reg = modulators of RGS4 binding to Galphao, primary screen, biochemical, multiplexed bead flow cytometry. 220,000 tested, 0.33% active. Guanine nucleotide-binding protein G(o) subunit alpha (Homo sapiens), P09471. actives lie on both sides. binding response (% of control), % at 10 µM. AID 1415, 2008; in the data active = binding response below about 49% or above about 150%; inactive = in between;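 also: fluorescent Galphao activated with aluminum fluoride binding bead-coupled RGS4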
# GSH bead fluor = compound fluorescence on glutathione beads, profiling panel, artefact control, biophysical, 488/530 nm, flow cytometry | GSH beads flow cytometry, compound fluorescence 488/530 nm; hits give high values | 190,000 tested, 0.25% active | fluorescence (KMESF) at 10 µM; in the data active = fluorescence above about 89;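 also: glutathione beads carrying GST-tagged Bcl family fusion proteins plus one bare bead set; values are compound well signal with DMSO vehicle wells as background; inactives centre near 16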
# Bcl-W Bim block = inhibitors of Bim binding to Bcl-W, primary screen, biochemical, multiplexed, bead-based flow cytometry; 190,000 tested, 0.02% active; AID 952, 2007; Bcl-2-like protein 2 (Homo sapiens), Q92843; Bim peptide-Bcl-W binding; inhibition, % at 10 µM;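 also: 0% = bound tracer without compound and 100% = peptide blocker; higher means less fluorescent Bim peptide bound to Bcl-W beads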
# Target sequence (Q92843 whole entry, looked up): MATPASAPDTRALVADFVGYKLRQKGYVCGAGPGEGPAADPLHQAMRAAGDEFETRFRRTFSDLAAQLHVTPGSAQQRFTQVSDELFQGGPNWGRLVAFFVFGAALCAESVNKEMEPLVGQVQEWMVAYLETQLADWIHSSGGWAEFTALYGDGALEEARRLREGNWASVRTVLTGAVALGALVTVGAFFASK
# Avidin fluor = green autofluorescence of compounds with avidin beads – biophysical, 488/530 nm, flow cytometry, artefact control, profiling panel; compound fluorescence 488/530 nm; hits give high values; fluorescence (KMESF) at 10 µM; 220,000 tested, 0.38% active; in the data active = fluorescence above about 47; also: inactives centre near 10
# RGS7-Gao = RGS7-Galphao binding modulators, primary screen, biochemical, multiplexed bead flow cytometry; binding response (% of control), % at 10 µM; actives lie on both sides; Guanine nucleotide-binding protein G(o) subunit alpha (Homo sapiens), P09471; 220,000 tested, 0.35% active; in the data active = binding response below about 49% or above about 150%; inconclusive = no clear call, values can overlap the other calls; inactive = in between;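 also: fluorescent Galphao held in activated GDP-AlF4 state binding bead-coupled RGS7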
# ABCG2 block = ABCG2 efflux pump inhibitors, primary screen, multiplex with ABCB1, IgMXP3 cells, flow cytometry; Broad substrate specificity ATP-binding cassette transporter ABCG2 (Homo sapiens), Q9UNQ0; JC-1 efflux; inhibition, % at 6.6 µM; 190,000 tested, 0.1% active;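 active = inhibition above 80%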;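 also: 0% = DMSO and 100% = nicardipine control wells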
# Target sequence (Q9UNQ0 whole entry, looked up): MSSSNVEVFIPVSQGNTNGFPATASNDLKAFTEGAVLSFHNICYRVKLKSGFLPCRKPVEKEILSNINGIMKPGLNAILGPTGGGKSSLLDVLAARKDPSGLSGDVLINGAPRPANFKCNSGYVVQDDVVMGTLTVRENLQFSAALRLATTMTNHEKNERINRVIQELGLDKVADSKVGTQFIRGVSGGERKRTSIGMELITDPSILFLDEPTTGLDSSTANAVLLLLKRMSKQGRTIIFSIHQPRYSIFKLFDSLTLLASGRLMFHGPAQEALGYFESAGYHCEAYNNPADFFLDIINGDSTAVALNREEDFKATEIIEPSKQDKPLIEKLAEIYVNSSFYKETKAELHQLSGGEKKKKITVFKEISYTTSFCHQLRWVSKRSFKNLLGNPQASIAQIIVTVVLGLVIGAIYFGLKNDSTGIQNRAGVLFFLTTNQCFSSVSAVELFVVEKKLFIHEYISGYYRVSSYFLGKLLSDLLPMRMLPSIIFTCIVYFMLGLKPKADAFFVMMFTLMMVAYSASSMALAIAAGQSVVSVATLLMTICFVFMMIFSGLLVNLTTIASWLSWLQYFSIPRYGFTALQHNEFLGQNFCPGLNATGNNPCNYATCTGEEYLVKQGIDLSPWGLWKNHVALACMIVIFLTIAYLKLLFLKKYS
#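 System: two drug-resistant human cell lines, ABCG2 and ABCB1; controls: nicardipine high and DMSO low controls; times: 10 min exposure at 25 °C with rotation, no wash; detection: flow cytometry of retained JC-1 fluorescence; read-out basis: percent efflux inhibition, scaled nicardipine 100% to DMSO 0%; doses: one concentration, 6.6 µM final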
# ABCB1 inh = ABCB1 efflux pump inhibitors, primary screen, cell-based, multiplex, flow cytometry, ABCG2 counter-screen; ATP-dependent translocase ABCB1 (Homo sapiens), P08183; CCRF-Adr cells, JC-1 efflux; inhibition, % at 6.6 µM; 190,000 tested, 0.067% active; in the data active = inhibition above about 40%;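 also: 0% = vehicle and 100% = reference inhibitor; higher value means more JC-1 retained so stronger ABCB1 efflux block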
# Bfl-1 Bim block = inhibitors of Bim binding to Bfl-1, primary screen, biochemical, multiplexed, bead-based flow cytometry. Bcl-2-related protein A1 (Homo sapiens), Q16548. Bim-Bfl-1 binding inhibition. 190,000 tested, 0.12% active. inhibition, % at 10 µM;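 also: 0% = wells without compound plus tracer and 100% = blocker peptide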
# Bim-Bcl-2 = inhibitors of Bim-Bcl-2 binding, primary screen, biochemical, multiplexed, human Bcl-2 family | Apoptosis regulator Bcl-2 (Homo sapiens), P10415 | Bead-based flow cytometry, Bim peptide-Bcl-2 binding | inhibition, % at 10 µM | 190,000 tested, 0.06% active | AID 950, 2007; in the data active = inhibition above about 40%; inconclusive = no clear call, values can overlap the other calls;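 also: 0% = no compound wells with probe peptide and 100% = reference peptide inhibitor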
# Bcl-XL Bim block = inhibitors of Bim-Bcl-XL binding, primary screen, biochemical, multiplexed, bead flow cytometry, human Bcl-XL; Bcl-2-like protein 1 (Homo sapiens), Q07817; Bim peptide-Bcl-XL binding, fluorescence; inhibition, % at 10 µM; 190,000 tested, 0.04% active; AID 1007, 2008
# Target sequence (Q07817 whole entry, looked up): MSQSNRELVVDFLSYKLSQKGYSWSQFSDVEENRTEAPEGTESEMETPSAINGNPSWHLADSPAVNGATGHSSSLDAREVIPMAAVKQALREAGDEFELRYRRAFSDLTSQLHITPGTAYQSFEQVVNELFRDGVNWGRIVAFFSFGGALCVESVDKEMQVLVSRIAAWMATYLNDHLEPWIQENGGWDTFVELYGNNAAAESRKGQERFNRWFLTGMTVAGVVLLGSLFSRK
# Numbers without * were called inactive; u = inconclusive; x = no result given. Rule as the data show it, unless noted: active = inhibition above about 40%.
SMILES,Bcl-B Bim block,RGS4-Gao reg,GSH bead fluor,Bcl-W Bim block,Avidin fluor,RGS7-Gao,ABCG2 block,ABCB1 inh,Bfl-1 Bim block,Bim-Bcl-2,Bcl-XL Bim block
Cn1c(SCC(=O)Nc2sc3c(c2C#N)CCC3)nnc1C1COc2ccccc2O1 (stereo unspecified),-10,101,22,-2,27,100,18,0.6,-13,-6,-3
CCOC(=O)CC1C(=O)NCCN1C(=O)COc1ccc(Br)cc1C (stereo unspecified),-2,98,33,0,9,96,4,0.7,-2,-3,-2
Cc1ccc(S(=O)(=O)N(CC(=O)NCc2ccco2)Cc2ccc(F)cc2)cc1,3,101,31,0,18,96,19,2.1,3,2,2
c1ccc(N2CCN(c3ncnc4scc(-c5cccs5)c34)CC2)cc1,-5,99,25,0,12,103,5,0.4,-1,-1,-3
Cc1c(NC(=O)c2ccco2)cccc1-c1nc2cccnc2s1,-6,99,24,0,8,103,-3,-3.0,-9,-6,-2
COc1cc(C(=O)N2CCN(C(=O)c3ccco3)CC2)cc(OC)c1OC,0,102,22,-2,26,103,0,-0.2,0,3,-7
CC(=O)Nc1nc(C)c(Oc2ccccc2)c(=O)[nH]1,-3,98,54,8,9,95,2,0.2,-10,-1,8
CC(=O)Cc1nsc(NC(=O)c2ccc(F)cc2)n1,-6,96,15,-4,12,99,0,-0.2,-5,-4,-1
CCOC(=O)c1cccc(NC(=O)COc2ccc([N+](=O)[O-])cc2)c1,-1,118,16,-2,14,121,4,0.7,0,-5,0
COc1cccc(N(CC(=O)N2CCN(c3ccccc3OC)CC2)S(C)(=O)=O)c1,-8,108,53,-1,7,103,0,0.3,-5,-6,7
CC(=O)Oc1ccc(/C=N/NC(=O)C2CCCN2S(=O)(=O)c2ccc(Cl)cc2)cc1 (stereo unspecified),1,100,10,2,21,100,2,0.7,0,0,2
COc1ccc(NC(=O)CO/N=C(\C)c2cccs2)cc1,-3,93,67,-1,9,92,6,0.4,0,1,0
CSCC[C@H](NC(=O)OC(C)(C)C)c1nnc(SCC=C(C)C)o1,-6,100,267*,-1,8,101,2,0.6,-11,-10,-18
CSC1=NCCN1C(=O)c1ccc(S(=O)(=O)N2CCCCC2)cc1,-6,98,25,0,6,94,0,0.1,-12,-6,-3
CC1CCN(C(=O)Cn2c(=O)n(Cc3ccc4c(c3)OCO4)c(=O)c3ccccc32)CC1,-9,102,29,-1,7,104,0,1.2,-11,-3,-4
CCNC(=S)NNC(=O)c1ccccn1,-11,128,12,-3,2,133,12,0.4,0,-4,-2
CC(=O)c1c(C)[nH]c(C(=O)OC2CCOC2=O)c1C (stereo unspecified),-2,96,12,-2,9,99,5,0.4,0,0,-2
O=C(N/N=C/c1cccc(F)c1)c1c(O)c2c([nH]c1=O)CCCC2,-3,94,4,-5,9,91,1,-0.6,0,0,-5
CCOC(=O)c1cc(-c2ccc(OC)cc2)nc2c1c(C)nn2CCC#N,-5,103,11,-5,56*,105,30,2.2,-2,2,-4
O=C(O)c1ccc(C2NCC(c3ccccc3Cl)c3c2[nH]c2ccccc32)cc1 (stereo unspecified),-2,101,16,-1,9,97,-3,0.1,-4,-4,-2
CCOC(=O)CSc1nnc(CNC(=O)c2cccc(C)c2)n1-c1ccccc1OC,-6,104,22,2,46,117,6,3.5,-9,-6,-1
COc1cc(C(=O)NC(=S)Nc2ccc(Cl)c(C(=O)O)c2)cc(OC)c1OC,-1,99,24,-2,11,94,0,0.0,1,-3,-5
O=C(/C=C/c1ccc(Br)cc1)NC(=S)NNC(=O)c1ccco1,-10,92,18,-5,16,98,-1,-0.9,0,0,-6
Cn1c2ccccc2c2ncn(CCN3CCOCC3)c(=O)c21,-1,118,253*,2,9,114,0,0.0,-3,-2,-5
Cc1csc(NC(=O)CSc2nncc(=O)n2N)n1,-10,101,9,-4,23,101,5,1.1,-9,-2,-6

# 5 entries from above, reformatted:
Structure	Bcl-B Bim block	RGS4-Gao reg	GSH bead fluor	Bcl-W Bim block	Avidin fluor	RGS7-Gao	ABCG2 block	ABCB1 inh	Bfl-1 Bim block	Bim-Bcl-2	Bcl-XL Bim block
COc1ccc(NC(=O)CO/N=C(\C)c2cccs2)cc1	-3	93	67	-1	9	92	6	0.4	0	1	0
CSCC[C@H](NC(=O)OC(C)(C)C)c1nnc(SCC=C(C)C)o1	-6	100	267*	-1	8	101	2	0.6	-11	-10	-18
CSC1=NCCN1C(=O)c1ccc(S(=O)(=O)N2CCCCC2)cc1	-6	98	25	0	6	94	0	0.1	-12	-6	-3
CC1CCN(C(=O)Cn2c(=O)n(Cc3ccc4c(c3)OCO4)c(=O)c3ccccc32)CC1	-9	102	29	-1	7	104	0	1.2	-11	-3	-4
CCNC(=S)NNC(=O)c1ccccn1	-11	128	12	-3	2	133	12	0.4	0	-4	-2

# The list goes on.
SMILES,Bcl-B Bim block,RGS4-Gao reg,GSH bead fluor,Bcl-W Bim block,Avidin fluor,RGS7-Gao,ABCG2 block,ABCB1 inh,Bfl-1 Bim block,Bim-Bcl-2,Bcl-XL Bim block
Cc1cc(-n2c(C)cc(C(=O)COc3ccc4ccc(=O)oc4c3)c2C)no1,-6,98,12,1,9,93,1,0.3,-10,-5,0
O=C(CCC(=O)N1CCc2ccccc2C1)N1CCN(S(=O)(=O)c2ccccc2)CC1,-8,100,27,-3,43,99,11,1.3,-20,-15,-7
Cc1ccc(NC(=O)CSC2=C(C#N)C(c3ccc4c(c3)OCO4)C3=C(CCCC3=O)N2)c(C)c1 (stereo unspecified),-11,99,29,-2,11,96,6,1.3,-10,-13,-6
O=C(NCC1CCCO1)/C(=C/c1ccccc1)NC(=O)c1ccccc1 (stereo unspecified),0,100,25,3,10,101,12,0.7,-2,-1,0
COCCCn1c(-c2ccc(Cl)cc2)n[nH]c1=S,-11,x,33,1,x,x,4,-0.1,-4,-5,-4
CCOC(=O)N1CCC(Nc2nc3ccccc3nc2NS(=O)(=O)c2ccc(Cl)cc2)CC1,-12,108,52,-3,7,106,1,0.8,-11,-8,-1
COCCCNC(=O)/C=C/c1ccc(Cl)cc1Cl,0,102,34,-1,8,102,7,0.3,-2,-4,-2
COc1ccccc1/C=N/OCC(=O)NCc1ccc2c(c1)OCO2,6,101,8,2,10,103,8,0.3,7,2,3
O=C(N/N=C/c1ccc2c(c1)OCO2)c1sc2cc(Cl)ccc2c1Cl,-5,99,11,-3,5,98,-8,-1.4,-2,-2,-6
CN(Cc1ccccn1)Cc1nc(COc2ccccc2)no1,-4,104,14,-1,12,104,0,0.0,-12,-4,0
O=C(Oc1cccc2c(OC(=O)N3CCOCC3)cccc12)N1CCOCC1,1,102,20,0,9,103,6,1.2,-2,0,0
CCOC(=O)C(NCc1ccc(F)cc1)(NC(=O)c1ccccc1)C(F)(F)F (stereo unspecified),x,100,26,x,8,102,-9,0.8,x,u,x
COC(c1ccccc1)c1nnc(CCC(=O)N(C)CCOc2ccccc2)o1 (stereo unspecified),-1,98,27,2,12,96,2,0.6,0,3,0
Cc1nnc(NC(=O)CSc2nnc(Cc3ccccc3)n2Cc2ccccc2)s1,-8,107,41,3,x,98,6,0.2,-7,-5,2
c1ccc(Cc2nnc(Sc3ccccc3)c3ccccc23)cc1,-2,96,34,5,11,101,2,0.3,-7,-3,-6
O=c1cc(CNCCCO)c2ccccc2[nH]1,-8,103,67,0,7,100,3,1.0,-7,-7,-1
COc1ccc(N2C(=O)c3ccccc3C2=O)cc1,-5,102,10,-4,9,103,3,0.2,-6,-2,-4
Cn1c(=O)c2c(ncn2CC(O)CNc2ccc(Cl)cc2)n(C)c1=O (stereo unspecified),-4,92,19,-2,22,98,4,0.5,3,-1,-3
Nc1[nH]ncc1N=Nc1ccc(Cl)cc1,-8,97,32,1,6,102,6,0.3,-12,-9,0
CS(=O)(=O)Nc1ccccc1C(=O)N1CCN(c2ccccc2)CC1,2,104,17,0,33,106,2,1.0,0,-1,0
Cc1ccc(N2C=Nc3ccc(C)c4nc(C)cc2c34)cc1,-11,103,17,0,8,110,2,0.5,-10,-10,-3
Nc1nc2nc(-c3cccs3)cc(C(F)(F)F)n2n1,-4,100,11,0,9,u,4,-0.2,-3,-2,0
CCOc1cc2c(cc1OCC)C(c1ccc(OC)cc1)N(c1ccccc1)C(=O)C2 (stereo unspecified),-11,90,13,-5,12,88,3,2.5,-7,-6,-6
Cn1cccc1C1NC(=O)c2c(sc3c2CCC(C(C)(C)C)C3)N1 (stereo unspecified),-6,101,24,0,27,107,3,0.4,-4,-2,1
O=C(Nc1cccc(F)c1)N1CCN(C/C=C/c2ccccc2)CC1,-7,106,12,-4,9,108,-2,-8.2,-5,-6,-8

# More results follow:
SMILES,Bcl-B Bim block,RGS4-Gao reg,GSH bead fluor,Bcl-W Bim block,Avidin fluor,RGS7-Gao,ABCG2 block,ABCB1 inh,Bfl-1 Bim block,Bim-Bcl-2,Bcl-XL Bim block
Cc1oc(-c2cc(F)ccc2F)nc1CN(C)Cc1ccc2nccnc2c1,-5,98,15,-1,11,94,20,1.2,-6,-2,0
COc1cc(-c2cc(C(=O)Nc3ccc(S(=O)(=O)NCc4ccco4)cc3)c3ccccc3n2)cc(OC)c1OC,-5,101,5,0,11,99,-9,-1.0,27,-1,-4
O=C(O)[C@H](Cc1ccccc1)N1Cc2ccccc2C1=O,-4,102,27,1,7,101,2,0.6,-9,-4,-2
CC1(C)C(CSc2nc3ccccc3[nH]2)C1(Cl)Cl (stereo unspecified),1,103,10,0,9,99,25,2.4,3,1,-1
C/C(=C\C(=O)c1ncc(C(F)(F)F)cc1Cl)N(C)C,-4,92,17,0,6,100,0,0.3,-1,-1,0
CC(Sc1nc(NCc2ccccc2)nc(N2CCOCC2)n1)C(=O)Nc1ccccc1 (stereo unspecified),-5,99,20,-4,8,102,24,5.5,-2,-1,-1
O=C(NC1CCCCCCC1)NC1CCCCC1,-1,100,11,0,9,96,0,0.1,0,-2,-2
CC(c1nnnn1C1CCCCC1)N(Cc1ccccc1)Cc1cccnc1 (stereo unspecified),-2,115,22,-4,26,115,6,5.6,-9,-7,-8
O=C(CSc1nncn1-c1ccccc1)Nc1cccc(S(=O)(=O)N2CCCCC2)c1,-2,99,6,-3,14,101,-2,-0.3,0,-3,-4
CC(C)CN1C(=O)c2ccc(C(=O)NCc3ccc4c(c3)OCO4)cc2C1=O,-8,101,38,-1,15,98,45,1.0,-17,-12,-5
CC(C)Nc1nnc(SCc2cc(=O)n3ccsc3n2)s1,-2,100,15,0,18,102,3,1.0,-2,0,-2
O=S(=O)(NCc1cccnc1)c1ccc(Cl)c(Cl)c1,-4,99,19,-3,20,98,1,0.1,-1,5,-4

# Screening data from PubChem.
